ASM inhibitor: Inhibitors of Secretory Acid Sphingomyelinase (S-ASM): qHTS; Sphingomyelin phosphodiesterase (Homo sapiens), P17405; Potency, µM (titrated, usually from 57.5 µM), for inactives: top-dose activity change, negative = inhibition, usual class: inhibitors; 340,000 tested, 0.006% active; placental ASM, HMU-PC fluorogenic substrate, 60 min; also: potency is read from the fitted curve at half-maximal effect
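qHTS format. ASM enzyme prepared from human placenta hydrolyses the fluorogenic substrate HMU-PC0 (9 uM final) over 60 min at 37 °C after a 10 min compound preincubation.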
Coupling enz: qHTS Assay for Inhibitors of Fructose-1,6-bisphosphate Aldolase from Giardia Lamblia: Coupling assay counterscreen | coupling enzyme system counterscreen, AmpLite Red fluorescence | activity change, negative = inhibition, % at 58.2 µM, hits read low | 290,000 tested, 0.67% active; in the data active = activity change below about -30%; also: % is scaled to controls: 0 for no effect and ±100 for the full control effect
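Counterscreen lacking aldolase: glyceraldehyde-3-phosphate coupling-enzyme reagent preincubated 10 min at RT with compound (at 57.5 uM final), then substrate/coupling system with AmpLite Red added; fluorescence read at 525/598 nm after 20 min RT.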
PKM2 act: qHTS Assay for Activators of Human Muscle isoform 2 Pyruvate Kinase; Pyruvate kinase PKM (Homo sapiens), P14618; purified PKM2, Kinase-Glo ATP luminescence, activation; response scale: 0% is enzyme alone, no compound; Potency, µM (titrated, usually from 57.5 µM), inactives show at the top dose activation, most hits filed as activators; 260,000 tested, 0.34% active; AID 1631, 2009; also: potency is read from the fitted curve at half-maximal effect; % is scaled to controls: 0 for no effect and ±100 for the full control effect; nearly all actives have a fitted effect of over 55% in size
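ATP formation by purified human PK-M2, quantified via coupled luciferase luminescence after 1 h at room temperature with 0.1 mM ADP and 0.5 mM PEP final.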
Menin MLL FP TR: qHTS Assay for Inhibitors Targeting the Menin-MLL Interaction in MLL Related Leukemias: Competition With Texas Red Labeled MLL-derived Mutant Peptide; O00255; Menin + Texas Red MLL mutant peptide, fluorescence polarization; Potency, µM (doses to about 61.6 µM), for the others: at the highest dose FP activity change, negative = inhibition, hits mostly inhibitors; 270,000 tested, 0.23% active; AID 1768, 2009; active = well fitted inhibition curve with a large enough effect in the polarisation, with a control signal flat, not every such curve was filed as active; inconclusive = small, poorly fitted or top-dose-only effect, or effect the other way, or a change in a side signal; inactive = no such curve, though single readings can be large or run the other way; the % refers to the polarisation; also: potency is read from the fitted curve at half-maximal effect; % of control where 0% means no effect; many of its hits are not listed in these tables
TSG101-PTAP inh: qHTS Assay for Iinhibitors of HIV-1 Budding by Blocking the Interaction of PTAP/TSG101. Tumor susceptibility gene 101 protein (Homo sapiens), Q99816. Fluorescence polarization, FITC-PTAP peptide / Tsg101 binding. Potency, µM (series often up to 115 µM), inactives show at the top dose activity change, negative = inhibition, hits mostly inhibitors. 340,000 tested, under 10 active. AID 493005, 2010; active = well fitted inhibition curve with a large enough effect in the main read-out, with a control signal flat, not every such curve was filed as active; inconclusive = small, poorly fitted or top-dose-only effect, or effect the other way, or a change in a side signal; inactive = no such curve, though single readings can be large or run the other way; also: potency is read from the fitted curve at half-maximal effect; % of control where 0% means no effect
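Fluorescence anisotropy tracks displacement of a FITC-tagged PTAP peptide (50 nM) from the Tsg101 binding domain (10 uM), following a 20 min room-temperature incubation at pH 7.5.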
B2AR arrestin: qHTS assay of beta-arrestin-biased ligands of beta2-adrenergic receptor | beta-arrestin recruitment to beta2AR, cell-based reporter | AID 492947, 2010 | 330,000 tested, 0.02% active | Potency, µM (titrated, usually from 46.1 µM), for inactives: top-dose activation, actives largely listed as activators | Beta-2 adrenergic receptor (Homo sapiens), P07550;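 also: potency is read from the fitted curve at half-maximal effect; 0% = DMSO controls and full agonism = EC100 isoproterenol or metaproterenol; nearly all actives have a fitted effect of over 65% in size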
Target sequence (P07550 whole entry, looked up): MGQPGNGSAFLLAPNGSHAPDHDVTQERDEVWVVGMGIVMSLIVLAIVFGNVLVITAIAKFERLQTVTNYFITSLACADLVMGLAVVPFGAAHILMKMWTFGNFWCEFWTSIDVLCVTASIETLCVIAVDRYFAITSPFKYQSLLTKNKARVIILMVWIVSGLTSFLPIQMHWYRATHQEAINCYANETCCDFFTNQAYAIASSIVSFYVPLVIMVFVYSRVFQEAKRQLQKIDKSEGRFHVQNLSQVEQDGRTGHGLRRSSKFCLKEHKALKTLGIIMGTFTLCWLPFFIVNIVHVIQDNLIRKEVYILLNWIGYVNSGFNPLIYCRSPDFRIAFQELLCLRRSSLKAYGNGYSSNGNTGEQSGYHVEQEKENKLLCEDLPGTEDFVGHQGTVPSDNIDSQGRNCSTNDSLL
BCR signal inh: qHTS Assay to Find Inhibitors of Chronic Active B-Cell Receptor Signaling | ABC-DLBCL IkBa-CBG/CBR reporter, luminescence ratio, 4 h | 340,000 tested, 0.05% active | Potency, µM (series often up to 46.1 µM), without a hit: at the top dose ratio change, negative = lower green/red ratio, actives largely listed as inhibitors; active = well fitted inhibition curve with a large enough effect in the signal ratio, with a control signal flat, not every such curve was filed as active; inconclusive = small, poorly fitted or top-dose-only effect, or effect the other way, or a change in a side signal; the % refers to the signal ratio;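 also: potency is read from the fitted curve at half-maximal effect; plate controls were basal doxycycline-induced cells for no effect and cells given 10 µM MG132 for full effect; MG132 reads +100%, hits lower the ratio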
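Concentration-response series (up to 46 uM) were applied to TMD8 dual-reporter cells for 4 h at 37C with doxycycline. Green/red ratio, after filter-overlap correction, defined %Activity; red signal alone was normalised to basal cells and zero luminescence.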
Integrin act MD: qHTS for Activators of Integrin-Mediated Alleviation for Muscular Dystrophy; alpha7betagal myoblasts, beta-gal FDG fluorescence, 48 h; Potency, µM (highest dose often 38.3 µM), without a hit: top-dose activation, usual class: activators; 350,000 tested, 0.064% active;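 also: potency is read from the fitted curve at half-maximal effect; 100% = response of the positive control SU9516; nearly all actives have a fitted effect of over 60% in size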
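alpha7betagal+/- myoblasts (passage 13, 250/well) treated 48 h at 37C with compounds at 1:260 dilution of DMSO stock. Lysed, then beta-galactosidase activity read as FDG fluorescence (ex 480/em 540) after 30 min, with pre-read for autofluorescence.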
GALK inhibitor: qHTS Assay for Inhibitors of Human Galactokinase (GALK); P51570; Purified GALK, Kinase-Glo residual ATP luminescence; Potency, µM (highest dose often 57.5 µM), without a hit: top-dose activity change, negative = inhibition, most hits filed as inhibitors; 270,000 tested, 0.007% active; AID 1868, 2009; also: potency is read from the fitted curve at half-maximal effect; % is scaled to controls: 0 for no effect and ±100 for the full control effect
Target sequence (P51570 whole entry, looked up): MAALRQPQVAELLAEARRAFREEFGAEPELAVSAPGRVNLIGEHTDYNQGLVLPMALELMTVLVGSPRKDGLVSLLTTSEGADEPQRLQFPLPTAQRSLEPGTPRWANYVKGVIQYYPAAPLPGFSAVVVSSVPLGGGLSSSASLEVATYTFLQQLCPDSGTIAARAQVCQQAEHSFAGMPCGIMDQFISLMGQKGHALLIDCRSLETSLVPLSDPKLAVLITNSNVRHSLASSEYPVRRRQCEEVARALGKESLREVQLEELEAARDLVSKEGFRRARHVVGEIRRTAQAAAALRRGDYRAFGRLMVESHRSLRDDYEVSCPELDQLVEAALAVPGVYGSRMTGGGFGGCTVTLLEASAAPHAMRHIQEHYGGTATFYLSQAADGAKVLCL
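GALK at 5 nM final was combined with compound, 35 uM ATP and 100 uM galactose in HEPES pH8.0 with MgCl2 and DTT. The reaction ran one hour at room temperature before luminescent ATP detection.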
Giardia kill: Small Molecules that selectively kill Giardia lamblia: qHTS; Giardia lamblia trophozoite viability; activity change, % at 7.66 µM, hits read low; AID 540267, 2011; 340,000 tested, 0.15% active; in the data active = activity change below about -80%; inconclusive = between about -30% and that limit;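 also: parasites exposed to compound for two days anaerobically before the ATP read; % is scaled to controls: 0 for no effect and ±100 for the full control effect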
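Giardia trophozoites, 100 cells per well, were exposed to compounds for 48 hrs at 37 deg C under anaerobic conditions; viability was then read as ATP content by bioluminescence after 15-30 min at room temperature.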
Tb PFK block: qHTS Assay to Find Inhibitors of T. brucei phosphofructokinase; ATP-dependent 6-phosphofructokinase (Trypanosoma brucei brucei), O15648; T. brucei PFK, ADP-Glo luminescence; Potency, µM (series often up to 57.5 µM), for inactives: at the highest dose activity, negative = inhibition, most hits filed as inhibitors; 330,000 tested, 0.17% active; AID 485367, 2010;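 also: potency is read from the fitted curve at half-maximal effect; 0% = uninhibited 1x PFK enzyme wells and -100% = no-enzyme wells; nearly all actives have a fitted effect of over 60% in size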
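PFK 1.25 nM, F6P 0.5 mM, ATP 0.1 mM, 0.1 M TEA pH 8.0, 5 mM MgCl2, 0.01% Tween20, 0.1% BSA; 45 min RT. ADP-Glo readout. qHTS titration up to 57 uM; curves fitted, compounds curve-classed.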
* marks the source's active call; other numbers are inactive results; ? = inconclusive; / = no result given; & = joins results of further samples; [ ] = dose if it differs, or a comment. Unless noted, calls follow the shape of the dose curve; as a rule, active = well fitted curve in the direction sought with a large enough effect; inconclusive = small, poorly fitted or top-dose-only effect, or another doubt; inactive = no such curve, though single readings can be large; an effect the other way counts as inactive or inconclusive. These rows are one share of the data; the hit share may differ from the screen's.

SMILES	ASM inhibitor	Coupling enz	PKM2 act	Menin MLL FP TR	TSG101-PTAP inh	B2AR arrestin	BCR signal inh	Integrin act MD	GALK inhibitor	Giardia kill	Tb PFK block
CCOC(=O)c1c(NC(=O)c2ccc(N3C(=O)[C@@H]4[C@H](C3=O)[C@H]3C=C[C@@H]4C3)cc2)sc2c1CC(C)CC2 (some centres undefined)	24%	-2	4%	6%	-5%	-0.5%	5%	2%	1%	4	5%
CCCCc1nc(N2CCOCC2)c(C#N)c2c1COC(C)(C)C2	14%	5	13%	17%	0%	-0.4%	-7%	23%	-2%	3	-1%
CCCc1cc(N2CCN(c3ccccn3)CC2)n2nc(C)c(-c3ccccc3)c2n1	13%	2	23%	-2%	-8%	-0.4%	2%	12%	0%	-14	0%
COc1ccccc1CNC(=O)COC(=O)c1n[nH]c2ccccc12	-2%	-21	-5%	-3%	1%	-0.2%	?	-14%	0%	-17	0%
Cc1ccc(F)cc1NC(=O)Cc1ncc(C(F)(F)F)cc1Cl	-4%	1	2%	-20%	-2%	-0.2%	4%	17%	1%	21	-10%
O=C(C1CCC1)N1CCN(c2cccc(C(F)(F)F)c2)CC1	3%	0	1%	-1%	-2%	-0.7%	3%	-2%	0%	9	-5%
O=C(NCCN1C(=O)S/C(=C\c2cccs2)C1=O)c1ccco1	2%	-2	24%	9%	-1%	0.0%	-10%	4%	1%	-5	-5%
O=C(CCC(=O)N1CCCCC1)Nc1ccc(Cl)c(Cl)c1	3%	/	-3%	/	-1%	-1.3%	4%	?	8%	2	-5%
O=C(C1CCN(CCCc2ccccc2)CC1)N(CCc1ccccc1)Cc1ccccc1	2%	0	-2%	-27%	-1%	0.0%	?	-48%[inhibitor]	/	27	3%
COc1ccc(S(=O)(=O)Nc2ccccc2OC)cc1NC(=O)CC1CC2CCC1C2 (centres undefined)	-4%	0	1%	10%	-1%	0.6%	0%	-41%[inhibitor]	-2%	5	-2%
CCC(C)(C)N(C(=O)CCC(=O)Nc1cc(C)on1)C(C(=O)NC(C)(C)C)c1ccc(OC)cc1 (centres undefined)	-7%	3	/	-21%	-8%	-0.4%	-7%	-32%	5%	2	0%
CCN(CC(=O)Nc1ccc2c(c1)OCCO2)C(=O)c1cc(Cl)nc2ccccc12	4%	/	/	/	-2%	0.8%	0%	-19%	/	-11	0%
CCN1CCN(c2nc(Nc3cccc(OC)c3)nc(N)c2[N+](=O)[O-])CC1	-11%	1	/	-15%	-8%	-1.0%	?	-41%	3%	20	8%
COc1ccc(-c2nnc(SC(C)C(=O)NNC(=O)c3ccc(C)cc3)o2)cc1 (centres undefined)	-1%	0	-14%	-2%	-2%	-0.8%	-7%	-17%	0%	-1	1%
CC(C)(C)c1ccc(/C=N/NC(=O)C2CCCC2)cc1	-2%	/	1%	/	-1%	-0.1%	?	27%	-3%	-15	0%
Cc1sc(NC(=O)c2cccs2)c(C(=O)OC(C)C)c1C	20%	5	-6%	-3%	-6%	-0.2%	7%	-10%	-5%	1	1%
CCNS(=O)(=O)c1ccc(CCC(=O)N2CCCC2)cc1	5%	-1	0%	-1%	-3%	0.5%	2%	-23%	-6%	8	-2%
CCOc1ccc(/C=N/NC(=O)c2nnn(-c3nonc3N)c2-c2ccc(OCC)cc2)cc1	-1%	-4	0%	-3%	-1%	-1.4%	?	-5%	0%	-18	-2%
Cc1ccc(S(=O)(=O)N2CCN(C(=O)c3ccccn3)CC2)cc1	7%	5	2%	-12%	1%	0.0%	1%	0%	0%	6	0%
CCC(=O)N1CCc2cc(S(=O)(=O)CCC(=O)N(C)c3ccc(OC)cc3OC)ccc21	-2%	-3	/	-8%	0%	0.2%	1%	8%	-3%	16	-2%
CCN1C(N(C)CCc2cccs2)=N[C@@H](c2ccccc2)C(C(=O)OC)=C1C	5%	0&0	2%&2%	-3%&-8%	2%	-0.6%&-0.7%	?	-35%	/	9	0%&-6%
CCCCN(C)C(=O)c1ccc2c(c1)N(CC)C(=O)c1ccccc1S2(=O)=O	-3%	1	4%	1%	1%	-0.3%	9%	-9%	-3%	-7	0%
C#Cc1ccc([C@H]2C=C(C(=O)N3CCOCC3)O[C@@H](OCc3ccc(CO)cc3)C2)cc1	-4%	1	1%	-4%	-1%	-0.4%	-2%	8%	8%	7	-7%
O=c1c2ccccc2nc(N/N=C/c2ccc(O)cc2)n1O	6%	-1	-3%	6%	-1%	-0.2%	?	15%	1%	6	?
COc1ccc(S(=O)(=O)N(C)CC(=O)NCc2ccco2)cc1	1%	3	-1%	14%	-10%	0.1%	1%	-17%	4%	1	-8%
COc1ccc2c(c1)C(c1ccc(C)o1)=NNC(c1ccccc1)=N2	-2%	0	-6%	-8%	-4%	-0.5%	?	10%	0%	-5	-2%
Cc1ccc(S(=O)(=O)c2cnc(-c3ccccc3)nc2Oc2ccccc2)cc1	/	2	-1%	-6%	/	-0.4%	2%	/	-3%	/	-4%
CC(C)(C)NNC(=S)Nc1cccc(F)c1	1%	5	-1%	/	-3%	?	?	9%	-1%	-12	-2%
CC(C)[C@H](NC(=O)OCc1ccccc1)C(=O)NCc1ccccc1	7%	0	-7%	2%	-6%	0.4%	0%	33%	1%	-19	-1%
O=C(Nc1nc2ccccc2[nH]1)c1ccc(F)c(S(=O)(=O)N2CCOCC2)c1	-3%	2	0%	5%	0%	-1.1%	?	26%	-1%	-24	11%
O=C1CCC(=O)N1OCCCOc1ccc2c(c1)CCC2	2%	1	10%	13%	-5%	0.3%	1%	-10%	-4%	-10	9%
COc1cccc(C(=O)OCC(=O)N2CCC(Cc3ccccc3)CC2)c1OC	1%	/	/	/	-1%	-0.8%	-11%	-13%	/	9	-2%
CCN1CCN(S(=O)(=O)c2ccc(C(C)(C)C)cc2)CC1	3%	4	-1%	2%	-1%	-0.4%	0%	18%	0%	16	4%
Cc1ccccc1Cn1c(CN2CCN(c3ccc(F)cc3)CC2)nc2c1c(=O)n(C)c(=O)n2C	/	-1	4%	-13%	/	-0.7%	0%	/	0%	/	-3%
CCOC(=O)C1CCN(C(=O)C2CCC(=O)N(Cc3cccc(C(F)(F)F)c3)C2)CC1 (centres undefined)	2%	/	2%	/	-2%	0.1%	3%	-17%	-5%	-10	-3%
CCCCOc1ccc(-c2[nH]ncc2C=O)cc1	2%	1	2%	-13%	0%	2.7%	-8%	-31%	0%	-9	-1%
Cc1cc(NS(=O)(=O)c2ccc(NS(=O)(=O)c3ccc(CC(C)C)cc3)cc2)nc(C)n1	2%	21	-6%	8%	-4%	-0.2%	1%	1%	2%	16	-8%
C=C[C@@H]1c2ccccc2N(S(=O)(=O)c2ccc(C)cc2)[C@H](c2ccc(C(F)(F)F)cc2)C1(C#N)C#N	2%	/	/	/	/	0.3%	?	-15%	/	-14	4%
O=S(=O)(NC1CCSc2ccccc21)c1ccccc1 (centres undefined)	-1%	1	19%	-15%	-9%	-0.3%	-17%	-24%	6%	8	6%
CCOc1ccc(S(=O)(=O)Nc2cnc3ccccc3c2)cc1	16%	0	3%	8%	0%	-0.3%	?	-45%[inhibitor]	0%	-16	0%
COc1cc(C(=O)OCC(=O)Nc2c(F)cccc2F)cc(OC)c1C	1%	-1	0%	3%	1%	0.4%	-13%	-11%	-1%	-8	-1%
NNC(=O)c1ccc([N+](=O)[O-])c(CS(=O)(=O)c2ccc(Cl)cc2)c1	-6%	3	3%	?	-1%	-0.9%	?	17%	-1%	1	10%[0.46 µM]
CCOC(=O)c1nnn(-c2ccccc2C#N)c1C	3%	1	14%	9%	-8%	0.0%	-2%	-20%	2%	3	0%
CCCCc1ccc(NC(=O)CSc2nc(=O)n(CCCN3CCOCC3)c3c2CCC3)cc1	-13%	/	/	/	2%	0.0%	-5%	17%	/	16	-14%
